Pf Dd2 growth: qHTS Primary assay for Inhibitors of Plasmodium falciparum Dd2 growth in vitro. P. falciparum Dd2 growth, SYBR Green, 72 h. Potency, µM (doses to about 28.9 µM), for inactives: at the highest dose activity, negative = inhibition, most hits filed as inhibitors. 4.3% of 120,000 active; active = well fitted inhibition curve with a large enough effect; inconclusive = small, poorly fitted or top-dose-only effect; inactive = no such curve, though single readings can be large or run the other way;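 also: plate controls were DMSO vehicle for no effect and reference drug for full effect; nearly all actives have a fitted effect of over 65% in size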
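Infected erythrocytes (Dd2, 0.3% parasitemia, 2.5% hematocrit final) are added to compound in RPMI-1640/Albumax II medium, grown 72 h at 37C in low oxygen, then lysed with saponin/Triton-X containing SYBR Green and read by fluorescence.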
An asterisk follows results filed as active; i = inactive; u = inconclusive; [ ] = dose if it differs, or a comment. Potency is read from the fitted curve at half-maximal effect. This is a subset. The share of hits here may be higher or lower than overall.

SMILES	Pf Dd2 growth
COc1ccc(NC(=O)C(=O)NCc2ccco2)c(OC)c1	u
COc1ccc(-c2cc([C@H]3CN4CC[C@H]3C[C@@H]4CNC(=O)C3CCCCC3)n(C)n2)cc1OC	u
COCCOCc1nc(C2CCCCN2C(=O)NCc2ccc(F)cc2)no1 (stereo not drawn)	19%
CC(=O)N1Cc2ccccc2CC2(CCCN(CC3CCCCC3)C2)C1 (stereo not drawn)	u
C[S+](=O)([O-])N1C[C@H](C(=O)N2CCN(c3ccccn3)CC2)C[C@@H]1c1ccc(F)cc1	i
COc1ccc(CN2CCC(N3Cc4cccn4C3=O)CC2)cc1	-21%
CN(C)c1ccc(CNC(=O)c2ccccc2NC(=O)c2nsc3ccccc23)cc1	-8%
O=C(CN1CCOCC1)N1CC(F)(F)C[C@H]1c1nc(C2CC2)no1	22%
CC(C)(C)OC(=O)N1CCC(c2nnc(SCc3ccccc3Cl)o2)CC1	11%
COc1ccc(-c2nc3c([nH]2)CC(C)(C)CNC3=O)cc1OC	-26%
O=C(CCN1C(=O)c2ccccc2Sc2ncccc21)Nc1ccc(F)cc1	-17%
Cc1ccccc1NC(=O)CSc1nc(-c2ccc(F)cc2)nc2c1Cc1ccccc1O2	1%
COCCn1ncc(N2CCCC(CC(=O)Nc3ccc(C)c(F)c3)C2)cc1=O (stereo not drawn)	79%[activator]
CCOC(=O)c1cnc2ccc(OCC)cc2c1NCCc1ccc(OC)c(OC)c1	4.5µM*
CC1Oc2ccc(NS(=O)(=O)c3cccc(Cl)c3)cc2CN(Cc2ccccc2F)C1=O (stereo not drawn)	i
COc1cc(CNc2ccc3c(c2)ncn3C(C)C)cc(OC)c1OC	-17%
O=C1CC(c2noc(-c3cccc(OC(F)(F)F)c3)n2)CN1c1ccc(F)c(Cl)c1 (stereo not drawn)	19%
CCN1C(=O)C2CC3(CCN(Cc4cn(C)c5ccc(OC)cc45)CC3)CN2C1=O (stereo not drawn)	i
COc1ccc(Nc2ncc(C(=O)Nc3ccc(F)cc3F)c3ccccc23)cc1	15%
CCc1cccc(C)c1NC(=O)c1cc(C)nc2c1c(C)nn2-c1cccc(Cl)c1C	11%
Clc1ccc(-c2cnc([C@@H]3COCCN3Cc3cnc[nH]3)[nH]2)cc1	-5%[44.1 µM]
O=c1c2ccccc2n(Cc2c(F)cccc2Cl)c(=O)n1CCc1ccccc1	1%
Cc1nc(CC(=O)N2CCn3nc(CCC(=O)N4CCC(O)CC4)cc3C2)n[nH]1	2%
COc1cccc(NC(=O)N[C@H]2C[C@@H](C(=O)N[C@@H](CC(C)C)C(N)=O)N(C(=O)CC(C)(C)C)C2)c1	i
COCCOc1ccnc(-c2noc([C@@H]3CCCN3Cc3cn(C)c4ccccc34)n2)c1	u
CCCNC(=O)N(C1CCOCC1)C1CCN(C(=O)Cc2cccnc2)CC1	-19%
Cc1nn(-c2ccc(F)cc2)c(Oc2cccc(F)c2)c1CCC(=O)NCC1CC1	i
O=C(NCc1ccc(F)cc1)c1ccnc(-c2nnc3ccc(Nc4ccccc4)nn23)c1	u
Cc1ccccc1CNC(=O)c1c(C)oc2c1C1=NCCN1C=N2	-29%
O=C(CCS(=O)(=O)c1nc(-c2cccs2)cc(C(F)(F)F)n1)Nc1cccc(O)c1	-25%

Some of the entries so far, with bars between the fields.
molecule | Pf Dd2 growth
O=c1c2ccccc2n(Cc2c(F)cccc2Cl)c(=O)n1CCc1ccccc1 | 1%
Cc1nc(CC(=O)N2CCn3nc(CCC(=O)N4CCC(O)CC4)cc3C2)n[nH]1 | 2%
COc1cccc(NC(=O)N[C@H]2C[C@@H](C(=O)N[C@@H](CC(C)C)C(N)=O)N(C(=O)CC(C)(C)C)C2)c1 | i
COCCOc1ccnc(-c2noc([C@@H]3CCCN3Cc3cn(C)c4ccccc34)n2)c1 | u
CCCNC(=O)N(C1CCOCC1)C1CCN(C(=O)Cc2cccnc2)CC1 | -19%
Cc1nn(-c2ccc(F)cc2)c(Oc2cccc(F)c2)c1CCC(=O)NCC1CC1 | i
O=C(NCc1ccc(F)cc1)c1ccnc(-c2nnc3ccc(Nc4ccccc4)nn23)c1 | u

Following part:
SMILES	Pf Dd2 growth
Clc1ccc(Nc2c(-c3ccccc3Cl)nc3ccc(Cl)cn23)cc1	i
CCOc1ccc(CCNCc2c(C(=O)O)c(C)n(Cc3ccccc3F)c2C)cc1	-4%
O=C(c1ccc(F)cc1)N1CCCC(c2nn(-c3ccc(F)cc3)c(=O)[nH]2)C1 (stereo not drawn)	-22%
Cc1oc2ncn(CC(C)C)c(=O)c2c1C(=O)NCCCN1CCCCC1	-10%
CC(=O)N1CCC(N2CC3(C2)C(=O)N(Cc2ccccc2Cl)C(=O)[C@@H]2C[C@@H](O)CN23)CC1	7.1µM*
CC(C)c1ccc(NC(=O)CN(C)S(=O)(=O)c2ccc3c(c2)c(=O)n(C)c(=O)n3C)cc1	u
COc1ccc(OC)c(CNC(=O)CCCn2ccc3cc(S(=O)(=O)N4CCCC4)ccc32)c1	i
CCOc1ccc(CN(C)C2CCOc3ccccc32)cc1 (stereo not drawn)	-10%[44.1 µM]
O=C(NC[C@H]1Cn2ccnc2CO1)NC1CCCCC1	-20%[44.1 µM]
COC(=O)CCC(=O)N[C@H]1CO[C@H]2[C@@H]1OC[C@H]2OCc1ccccc1	24%[44.1 µM]
COc1ccccc1Nc1nn2c(=O)c3ccc(C(=O)NC(C)c4ccccc4)cc3nc2s1 (stereo not drawn)	-14%
OCC1CN(c2ccncn2)CC12CCN(Cc1cccc(F)c1F)CC2 (stereo not drawn)	i
CC(=O)N1c2ccccc2CC1C(=O)N1CCN(c2cccc(Cl)c2)CC1 (stereo not drawn)	i
O=C(NCCOc1ccccc1)C1CN(c2ccc(F)cc2)C(=O)N1 (stereo not drawn)	-7%[44.1 µM]
CCCn1c2ccccc2c2cnn(CC(=O)N3CCC(C(=O)OCC)CC3)c(=O)c21	i
Cc1ccc(-c2cc(C3CCN(C(=O)c4ccncc4)CC3)[nH]n2)cc1	45%[activator][5.79 µM]
CCC1=C(C(=O)OC)C(c2ccccc2Cl)N2C(CC(=O)NCc3ccco3)=CSC2=N1 (stereo not drawn)	i
COc1ccc(CCNc2nc3ccc(Cl)cc3n3cnnc23)cc1OC	-4%
O=C(c1ccc(F)c(F)c1)N1C[C@@H](CO)[C@H](c2ccncc2)C1	i
O=C(c1ccc(C(F)(F)F)cc1)N1CCC2(C1)C(=NC1CCCC1)NC(=O)N2c1cccnc1 (stereo not drawn)	1%
Cc1ccc2c(=O)cc(C(=O)Nc3nc4ccc(Cl)cc4s3)oc2c1C	30%
Cc1ccc(NC(=O)c2cnc(N3CCCCC3)c3ccccc23)c(C)c1	22%
CCOCCOC1CCN(C(=O)c2ccc3c(c2)c2ccccc2n3CC)CC1	u
COc1ccc(-c2nc(-c3ccccc3)c(-c3ccccc3)[nH]2)cc1Br	-2%
COc1ccc2c(c1)c(=O)c(C(=O)c1ccccc1)cn2CC(=O)Nc1ccc2c(c1)OCCO2	i
Clc1ccccc1-c1nnc(SCc2nc(-c3ccccc3)no2)n1-c1ccccc1	u
C#CCNC(=O)c1onc(-c2ccc(Cl)cc2)c1[C@H](C)O	-19%[44.1 µM]
COCCn1c(=O)n([C@H]2CCCN(C(=O)c3cnccn3)C2)c2ncccc21	20%
Cc1noc(C)c1S(=O)(=O)N1CCC(c2noc(-c3ccncc3)n2)C1 (stereo not drawn)	i[5.79 µM]
O=S(=O)(c1ccccc1)c1nc(-c2ccccc2Cl)oc1N1CCCCCC1	13%
Cc1ccc(Cl)cc1NC(=O)CSc1ccc(C(=O)O)cn1	i
COc1ccc(Cl)cc1-c1ccc2c(c1)C(=O)N1CCN(C(=O)c3ccco3)C[C@H]1C(=O)N2	u
Cc1cc2nc3n(c(=O)c2n1CC(=O)Nc1ccc(F)c(F)c1)CCCCC3	8%
Cc1nc([C@@H]2CN(C(=O)C(C)(C)C)C[C@H]2C(N)=O)n[nH]1	6%
CCCN(CC1CCOC1)C(=O)NCCc1ccccc1 (stereo not drawn)	18%[5.79 µM]
CCN(Cc1cccnc1)C(=O)c1cc(-c2cnn(CC)c2)nc2cc(C)ccc12	-27%
COc1ccc(CC(=O)NCCS(=O)(=O)N2CCN(c3ccc(F)cc3)CC2)cc1OC	5%
O=C(c1ccc2c(c1)OCCO2)N1CCC(Cn2cc(CCO)nn2)CC1	-27%
CCNC(=O)NCCc1ncc(C)n1CC1CC1	3%
CC1=NS(=O)(=O)N(Cc2ccccc2)C=C1C(=O)OCc1nc(-c2ccccc2C)no1	u
O=C(CCC1CCN(Cc2ncc[nH]2)CC1)NC1CCN(Cc2ccccc2)C1 (stereo not drawn)	8%
CC(C)(C)CC(C)(C)c1ccc(OCC(=O)Nc2ccc(S(=O)(=O)Nc3ncccn3)cc2)cc1	i
Cc1ccc(C(=O)N2CCc3sc(C(=O)NC(C)c4ccccc4)cc3C2)cc1 (stereo not drawn)	7.1µM*
CCn1c(C2CCN(S(=O)(=O)c3ccc(OC)cc3)CC2)nn(C)c1=O	5%
COc1ccc(OCc2nc(-c3ccc(-n4cccc4)cc3)no2)cc1	3%
Cc1cccc(C(=O)Nc2ccc(OCc3cc(=O)n4c5c(sc4n3)CCCC5)cc2)c1	17%
c1cncc(C2=NOC3(CCN(Cc4cccc5ccccc45)CC3)C2)c1	i
COc1cccc(CN2C(=O)OC3(CCN(Cc4cccc(C)c4)CC3)C2(C)c2cccnc2)c1 (stereo not drawn)	u
COCCN(C)C[C@@H]1CN(C(=O)c2csc(C(C)C)n2)C[C@@H]1CO	-9%
CN(C)C[C@@H]1CN(C2CCOCC2)C[C@H]1NC(=O)c1nccc2ccccc12	-13%
CC1(C)C(=O)N(Cc2ccc(O)cc2)[C@H]2CN(CC3CCOC3)C[C@H]2[S+]1(=O)[O-] (stereo partly drawn)	27%[44.1 µM]
COc1ccc(C(=O)NCC(=O)N2CCN(c3ccccn3)CC2)c(C)c1	i
COc1ccc(OC)c(S(=O)(=O)N[C@H]2CO[C@H]3[C@@H]2OC[C@H]3OC(=O)Nc2ccc(C(C)=O)cc2)c1	u
C[S+](=O)([O-])N1Cc2ccccc2CC2(CCCN(CC3CCCCC3)C2)C1 (stereo not drawn)	u
CCCCNC(=O)CCc1c(C)nc2c(c(C)nn2-c2ccccc2)c1C	-23%
O=C(Nc1nnc(S(=O)(=O)N2CCOCC2)s1)c1ccc(F)cc1	42%[activator][5.79 µM]
CCOC(=O)c1nccn1Cc1nc(-c2ccccc2OCC)oc1C	u
Cc1ccc(CCNC(=O)c2cc(-c3ccc(Cl)cc3)n[nH]2)cc1	-6%
O=C(CCC[C@@H]1[C@H]2CCCN3CCC[C@@H](CN1C(=O)c1cc(F)ccc1F)[C@@H]23)N1CCOCC1	-4%
CC(C)CCN1C(=O)CC[C@]2(C(=O)N(C)CCc3ccccn3)CCCC[C@@H]12	-23%

Following part:
SMILES	Pf Dd2 growth
COc1ccc(CCNC(=O)CCCn2c(=O)c3cccn3c3cccnc32)cc1OC	5%
COC(=O)CN1C(=O)[C@@H]2C[C@@H](O)CN2C2(CN(Cc3ccncc3)C2)C1=O	28%[44.1 µM]
COc1ccc(C2=NOC3(CCCN(C(=O)c4ccccc4)C3)C2)cc1 (stereo not drawn)	14%
CCCOc1ccc(CNC(=O)C(C)C2CCOCC2)cc1 (stereo not drawn)	13%
CN1CC(=O)N(c2ccccc2)Cc2c(NC3CC3)ncnc21	2%
COc1ccc(NC(=O)c2cn(CC(C)C)c(=O)c3cc(OC)c(OC)cc23)cc1Cl	11µM*
Cc1ccc(NC(=O)Cn2c(=O)n(Cc3nc(-c4ccccc4)no3)c(=O)c3ccccc32)cc1C	3%
COCC(=O)N1c2ccccc2CC1c1noc(C(C)C)n1 (stereo not drawn)	-2%
O=C(CCC1N=C2c3ccccc3N=C(SCc3ccc(Cl)cc3)N2C1=O)NCc1cccs1 (stereo not drawn)	57%[activator]
Cc1ccsc1CN1CC(Oc2cccc(C(=O)NCC3CC3)c2)C1	u
COc1cc2c(cc1Oc1ccccc1)NC(=O)C21CCN(c2ncc(F)cn2)CC1	4.5µM*
Cn1c(Cn2cccn2)nnc1C1CC(NC(=O)c2ccc(F)cc2)C1 (stereo not drawn)	-12%
NC(=O)CSc1nc2c(oc3ccccc32)c(=O)n1-c1ccccc1F	31%[activator]
COc1ccc(-c2nc(SCc3cc(=O)c4cc(C)ccc4[nH]3)n[nH]2)cc1	u
CNC(=O)[C@@H]1CN(C(=O)c2nn(C)c3ccccc23)C[C@H]1C1CCN(C)CC1	-4%

Compounds above containing a tert-butyl group:
SMILES	Pf Dd2 growth
CC(C)(C)OC(=O)N1CCC(c2nnc(SCc3ccccc3Cl)o2)CC1	11%
COc1cccc(NC(=O)N[C@H]2C[C@@H](C(=O)N[C@@H](CC(C)C)C(N)=O)N(C(=O)CC(C)(C)C)C2)c1	i
Cc1nc([C@@H]2CN(C(=O)C(C)(C)C)C[C@H]2C(N)=O)n[nH]1	6%
CC(C)(C)CC(C)(C)c1ccc(OCC(=O)Nc2ccc(S(=O)(=O)Nc3ncccn3)cc2)cc1	i

Next part
SMILES	Pf Dd2 growth
COCCOc1ncccc1-c1noc([C@@H]2CCCN2C2CCN(C)CC2)n1	i
COCCN1C(=O)c2cccn2CC1CNC(=O)C1=C(C)C(=O)OC12CCCCC2 (stereo not drawn)	11%
CN(C)c1ccc(-c2nnnn2[C@H]2CO[C@H]3[C@@H]2OC[C@H]3OC(=O)Nc2ccc(Oc3ccccc3)cc2)cc1	i
COc1ccc(Cl)cc1C(=O)N(C)C1CCc2nnc(C)n2CC1 (stereo not drawn)	2%
COc1ccc(CCCC(=O)N2CCC3(CCCNC3)C2)cc1 (stereo not drawn)	-8%
Cc1ccc(NC(=O)Cn2c(=O)n(-c3ccccc3)c(=O)c3ccc(C(=O)NCc4ccc5c(c4)OCO5)cc32)cc1	-8%

From PubChem BioAssay
